Assay outcomes deposited in PubChem by several laboratories.
C-LANA FP = inhibitors of KSHV C-LANA binding to DNA, primary screen, biochemical, fluorescence polarization, FAM-LBS DNA, MBP-C-LANA, single point. Kaposi's sarcoma herpesvirus LANA C-terminal domain (residues 932-1162) DNA binding. inhibition, % at 9 µM. 340,000 compounds, 0.078% hits;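 active means highest replicate inhibition at or above 60% at 9 µM, even if other replicates fall short; inactive means all replicates below 60% inhibition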;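 further: 0% = neutral control wells and 100% = 4 µM acridine orange control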
DSG3 Ab inh = inhibitors of pemphigus antibody binding to DSG3, primary screen, biochemical, bead-based, flow cytometry, scFv-GFP; DSG3-coupled beads, scFv-anti-DSG3-GFP binding; hits give low values; binding (percent of control), % at 10 µM; 310,000 compounds, 0.48% hits;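 active means binding more than 3 SD below its plate's average and above zero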;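 further: hits lower antibody fragment binding to DSG3; some compounds called inactive have numbers as strong as hits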
V-ATPase pHluor = regulators of yeast V-ATPase proton pumping, primary screen, pHLuorin cytosolic pH fluorescence. S. cerevisiae. response, % at 10 µM. 350,000 compounds, 0.37% hits; in the data active means response mostly above about 7.3%, no sharp cut-off; inactive means mostly below about 5.4%; further: actives read high; inactives centre near 0; some compounds called inactive have numbers as strong as hits; reference of the scale not given here
Keap1 Nrf2 FP = Keap1-Nrf2 protein-protein interaction inhibitors, primary screen, biochemical, fluorescence polarization, single point; Keap1 Kelch-Nrf2 peptide fluorescence polarization, 1536-well; inhibition, % at 9.4 µM; 340,000 compounds, 0.15% hits; AID 504523, 2011; in the data active means inhibition above about 12%;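 further: human Keap1 Kelch domain with fluorescein labeled Nrf2 9mer peptide probe; 0% = neutral control wells and 100% = peptide positive control; higher means more block of Keap1 binding to Nrf2 peptide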
NSD2 inh = NSD2 histone methyltransferase inhibitors, primary screen, biochemical, AlphaScreen, single concentration, set 2 | NSD2 peptide methylation, 120 min | AID 743445, 2014 | Histone-lysine N-methyltransferase NSD2 (Homo sapiens), O96028 | 310,000 compounds, 0.54% hits | inhibition, % at 12.5 µM; in the data active means inhibition above about 50%
DAGLB inh = DAGLB lipase inhibitors, primary screen, biochemical, fluorescence, HTS. Diacylglycerol lipase-beta (Homo sapiens), Q8NCG7. HEK293T DAGLB membrane lysate, EnzChek fluorogenic substrate. inhibition, % at 5.17 µM. 340,000 compounds, 0.059% hits. AID 504411, 2011; in the data active means inhibition above about 34%;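 further: 0% = enzyme with vehicle and 100% = wells lacking enzyme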
Target sequence (Q8NCG7 whole entry, looked up): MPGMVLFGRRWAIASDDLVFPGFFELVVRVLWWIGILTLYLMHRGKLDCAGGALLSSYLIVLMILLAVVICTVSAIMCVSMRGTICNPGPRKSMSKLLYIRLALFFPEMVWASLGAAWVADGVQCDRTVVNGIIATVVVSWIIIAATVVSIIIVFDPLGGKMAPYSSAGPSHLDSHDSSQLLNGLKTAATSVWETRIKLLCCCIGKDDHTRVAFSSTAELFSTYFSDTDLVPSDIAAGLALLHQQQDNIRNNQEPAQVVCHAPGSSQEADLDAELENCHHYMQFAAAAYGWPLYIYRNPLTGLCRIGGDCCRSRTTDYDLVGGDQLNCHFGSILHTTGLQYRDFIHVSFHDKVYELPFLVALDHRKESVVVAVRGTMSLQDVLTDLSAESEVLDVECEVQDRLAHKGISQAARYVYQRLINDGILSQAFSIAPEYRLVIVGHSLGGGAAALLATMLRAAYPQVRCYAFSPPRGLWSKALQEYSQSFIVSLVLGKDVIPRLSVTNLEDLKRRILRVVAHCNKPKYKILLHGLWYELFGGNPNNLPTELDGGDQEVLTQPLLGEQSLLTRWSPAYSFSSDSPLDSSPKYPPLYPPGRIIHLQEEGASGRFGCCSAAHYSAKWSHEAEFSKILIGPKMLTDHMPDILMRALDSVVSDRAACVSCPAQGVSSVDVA
RTF Ca sens inh = cardiac RTF calcium sensitivity inhibitors, primary screen, biochemical, IANBD-TnC fluorescence, EC70 calcium | Troponin I, cardiac muscle (Homo sapiens) + Troponin T, cardiac muscle (Homo sapiens) + … | IANBD-labeled cardiac RTF, Ca2+ fluorescence | inhibition, % at 7.15 µM | 340,000 compounds, 0.12% hits;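 active means inhibition above the mean inhibition of all tested compounds plus 3 SD, cut at about 17% in these data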;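 further: assay run at fixed EC70 calcium of 1.6 mM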
CAL PDZ FP-1 = untagged CAL PDZ binding inhibitors, primary screen, biochemical, fluorescence polarization, HTS; Golgi-associated PDZ and coiled-coil motif-containing protein (Homo sapiens), Q9HD26; purified CAL PDZ, TMR-peptide fluorescence polarization, 1 h; inhibition, % at 24.9 µM; 300,000 compounds, 0.92% hits; AID 602252, 2012;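 active means mean inhibition of at least 30% with at least half of replicates also reaching 30%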;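 further: 0% = DMSO neutral control and 100% = excess unlabeled competitor peptide PRC23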
Arrestin-AP2 inh = inhibitors of beta-arrestin/AP2 binding, primary screen, biochemical, GPCR trafficking, flow cytometry; inhibition, % at 10 µM; beta-arrestin 1 C-terminal peptide binding to AP2 beta2-adaptin appendage (human); AID 504490, 2011; FITC-arrestin peptide / GST-AP2 beads; AP2 beta2 appendage carries R879A mutation; 340,000 compounds, 0.31% hits;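 active means inhibition above a set limit, near 3 SD of compounds lacking own fluorescence, cut at about 54% in these data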;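 further: plate controls were DMSO wells for no effect and 5 µM unlabelled arrestin peptide for full effect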
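Material – AP2 appendage R879A on GSH beads · Buffer or medium – PBS with 0.05% Tween 20 and 0.1% BSA · Probe or stimulus – fluorescein-tagged arrestin peptide at 50 nM final · Incubation – compound with beads 12 min RT, then probe 1 h RT · Detection – high-throughput flow cytometry of beads, ex 488, em 535 nm · Evaluation – percent response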
CAL PDZ FP-2 = CAL PDZ peptide-binding inhibitors, primary screen, biochemical, fluorescence polarization, Cer-tagged CAL PDZ, HTS. Golgi-associated PDZ and coiled-coil motif-containing protein (Homo sapiens), Q9HD26. purified CAL PDZ, TMR-peptide fluorescence polarization, 1 h. inhibition, % at 20 µM. 330,000 compounds, 0.02% hits. AID 504414, 2011;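 active means highest replicate inhibition of at least 40%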;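 further: plate controls were DMSO neutral control wells for no effect and unlabeled competitor peptide control wells for full effect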
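Assay system – tagged CAL PDZ protein CerCALP, purified · Timing – 1 h at RT · Compound – single point, 20 µM · Measured by – fluorescence polarization from S- and P-plane intensities, G-factor corrected · Evaluation – inhibition from polarization loss · Probe or stimulus – TMR reporter peptide T*-PRC34 · Buffer or medium – pH 7.4 phosphate-saline buffer, reducing agent, detergent, IgG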
Starred values were filed as active, the others as inactive; / = not tested or not shown. These rows are one share of the data; rates above refer to the full screens.

SMILES	C-LANA FP	DSG3 Ab inh	V-ATPase pHluor	Keap1 Nrf2 FP	NSD2 inh	DAGLB inh	RTF Ca sens inh	CAL PDZ FP-1	Arrestin-AP2 inh	CAL PDZ FP-2
COc1cc(C)cc(CN2CC=C(c3ccccc3)CC2)c1O	0.4	101	4	1	/	-1	-3	0	1	24
CN1CCc2c([nH]c3ccccc23)C1	-0.7	106	-4	2	/	3	1	1	1	0.5
CC1CCC[C@H](O)CCCCCc2cc(O)cc(O)c2C(=O)O1 (stereo partly drawn)	-1.2	/	0	1	/	0	-3	0	13	-2.7
CN(C(=O)c1ccco1)C1(c2ccccc2Cl)CCCCC1=O (stereo not drawn)	-2.7	94	-3	-4	1	-2	0	-3	9	-0.6
COC(=O)C(C)Oc1cc(C)cc2oc(=O)c3c(c12)CCC3 (stereo not drawn)	0.7	102	-2	1	-3	-1	1	0	-2	-0.2
CCN(CC)S(=O)(=O)N1CCC(C(=O)N2CCC3(CC2)OCCO3)CC1	-0.6	102	0	2	-8	1	-1	-1	31	0.1
Fc1ccc2c(c1)nnn2C1CCN(Cc2nnnn2CCc2ccccc2)CC1	0.5	/	2	-3	/	3	5	0	-3	-1.4
CS(=O)(=O)NNP(=O)(NNS(C)(=O)=O)NC(=O)c1ccc(Br)cc1	0.8	109	1	-2	20	-1	-6	-4	6	-1.8
Oc1c(Br)cc(-c2ccccc2)cc1Br	-0.9	/	4	2	1	14	0	7	-9	-0.8
Cn1cc(C(=O)OCC(=O)Nc2ccccc2)c2ccccc21	0.3	105	3	6	-1	-3	-2	-2	-11	-1.8
NCCc1ccc(S(N)(=O)=O)cc1	-0.6	104	4	4	4	0	-5	-1	-8	-3.2
CN1C(=O)C(=Cc2cc([N+](=O)[O-])ccc2N2CCCCC2)C(=O)N(C)C1=O	-1.0	94	-1	-2	1	1	1	0	8	-0.7
O=P(Nc1ccccc1)(Nc1ccccc1)Oc1ccc(Cl)cc1	1.0	/	-1	9	1	-9	8	0	-3	-3.0
CC(C)CCn1c(=O)c(C(=O)NCc2ccco2)c(O)c2ccccc21	-0.1	100	-1	-5	-1	-1	-4	-4	8	-0.1
C#CC1(O)C=CC2C3CCC4=CC(=O)CCC4C3CCC21CC (stereo not drawn)	-2.4	94	0	0	6	-4	1	-2	4	0.2
Cc1nn(Cc2ccccc2)c(Cl)c1C(=O)OC(C)C(=O)Nc1ccc(F)cc1Cl (stereo not drawn)	-0.5	83	-2	2	-2	-2	-11	-2	-3	-2.8
CC1C2Cc3ccc(O)cc3[C@]1(C)CCN2CCc1ccccc1 (stereo partly drawn)	-1.8	101	-2	-2	/	-1	2	-3	6	-1.3
CC(C(=O)Nc1ccc(Cl)cc1Cl)N1CC=C(c2ccccc2)CC1 (stereo not drawn)	0.8	99	-3	5	-1	-35	5	-6	2	-0.4
Nc1c(Br)cc([N+](=O)[O-])cc1[N+](=O)[O-]	-0.4	104	-4	2	/	0	1	-6	-2	0.7
O=C(c1cc(-c2ccccc2)nc2ccccc12)N1CCC2(CC1)OCCO2	2.0	117	-1	3	2	-1	-7	/	-1	-0.7
C=CCN1C[C@@H](C)N(C(c2ccc(C(=O)N(CC)CC)cc2)c2cccc(OC)c2)C[C@@H]1C (stereo partly drawn)	-4.5	103	16	5	/	3	14	-4	1	-0.4
CCOC(=O)C1(c2ccccc2)CCN(CCC(=O)Nc2ccc(C(=O)OC)cc2)CC1	0.3	96	1	-4	0	-2	-2	-3	-10	-0.1
N[C@@H](CCl)C(=O)O	-1.7	/	1	-6	/	2	6	0	-10	0.4
CC(Cc1ccccc1)NCCC(=O)NC(C)Cc1ccccc1 (stereo not drawn)	-2.2	114	0	0	3	-3	-7	-5	6	-0.5
COc1ccc(CCNCc2sccc2C)cc1	-2.5	97	-1	-4	12	-1	-7	-3	-13	/
Cc1cc(OCC(=O)NC(Cc2ccc(Cl)cc2)C(=O)O)c2c3c(c(=O)oc2c1)CCCC3 (stereo not drawn)	-2.6	100	-1	5	/	5	-10	-3	11	-1.4
CCCCCn1c(=O)c(C(=O)Nc2nc(CC(=O)OCC)cs2)c(O)c2ccccc21	-0.6	101	-2	-1	-3	0	-9	4	0	-0.1
O=c1[nH]c(=S)[nH]c(O)c1N=Nc1ccc(S(=O)(=O)N2CCc3ccccc32)cc1	1.1	88	-4	-8	20	14	-4	1	-3	-0.1
O/N=C1/C(=C\c2ccccc2)N2CCC1CC2	0.1	99	0	-5	0	-4	-8	-3	1	-1.9
c1cncc(C2CC(c3cccs3)n3ncnc3N2)c1 (stereo not drawn)	-0.1	109	-1	4	1	-1	6	-3	2	-0.8
CCc1ccc(N2C(=O)NC(=O)/C(=C\c3cccn3CCOc3ccc(C(C)C)cc3)C2=O)cc1	0.8	89	-4	-1	0	5	-11	-4	0	-0.2
C[C@]12CCC(OC(=O)CCC(=O)O)CC1=CCC1C2CC[C@]2(C)C(=O)CCC12 (stereo partly drawn)	1.1	114	5	0	-3	-2	4	-2	31	-1.2
O=C(NCc1ccc(C(=O)N2CCC3(CC2)OCCO3)cc1)c1ccc2c(c1)OCO2	0.7	102	1	3	/	-1	-4	/	-3	-4.8
C[N+]12CCC(CC1)C(C(O)(c1ccccc1)c1cccs1)C2 (stereo not drawn)	-0.5	102	0	-3	-2	0	1	-3	-16	0.4
CCC(C)C1(CC)C(=O)NC(=O)N=C1N (stereo not drawn)	-1.0	100	2	3	0	0	-7	-1	-7	-2.5
CC(O)C1C=CC=CC(=O)OC2CC3OC4C5OC5(C)C(O)CC4(COC(=O)C(O)C(C)CCO1)C2(C)C31CO1 (stereo not drawn)	0.7	74*	2	-8	-2	1	2	-3	11	-0.4
Cn1cc(Br)c(C(=O)Nc2ccc3c(C(F)(F)F)cc(=O)oc3c2)n1	-0.6	107	-1	-5	1	-1	-2	-3	-10	-1.5
COc1cc2c(c(OC)c1OC)-c1ccc(C(=O)O)cc1[C@@H](NC(C)=O)CC2	-0.8	102	1	2	/	-1	-14	-3	4	-0.8
O=C(CCCc1ccc(N(CCCl)CCCl)cc1)NCc1ccccc1	/	109	0	/	-3	-1	/	/	/	/
COCc1ccc(CN2CCCC(C(=O)c3sccc3C)C2)o1 (stereo not drawn)	-1.0	105	6	5	8	1	-7	-2	1	-0.5
COc1ccc(N=Cc2c(O)n(CC3CCCO3)c(=O)[nH]c2=O)cc1 (stereo not drawn)	0.9	105	/	1	2	-1	-1	-2	13	-3.2
COC(=O)C(O)(c1ccc(N(C)C(=O)COc2ccccc2)cc1)C(F)(F)F (stereo not drawn)	0.5	96	-2	-4	-4	1	-14	-3	2	-3.2
C[C@]12CCC3C(CC[C@H]4C[C@H](O)CC[C@]34C)C1C[C@H](O)[C@H]2O (stereo partly drawn)	-1.1	118	-2	-6	0	1	4	0	-8	0.0
CC12CN3CN(C1)CC(C)(C3)C2=NO	0.6	95	1	-2	-3	0	1	1	-6	0.3
C[C@H]1C[C@@H](C)C(=O)[C@@H]([C@H](O)CC2CC(=O)NC(=O)C2)C1	0.4	104	-5	-2	/	-2	1	-3	30	0.8
O=C1OC(c2ccc([N+](=O)[O-])cc2)=N/C1=C/N1CC2CC(C1)c1cccc(=O)n1C2 (stereo not drawn)	-0.9	100	2	-4	-3	0	4	-1	10	-0.2
Cc1cccc(C)c1OC(=O)Cc1ccccc1	0.7	108	-2	6	-5	-5	7	4	3	0.0
CCOP(=O)(OCC)C(O)c1ccc(OC)cc1 (stereo not drawn)	-0.7	101	4	0	7	/	/	/	4	0.5
COc1cc(/C=C/C(=O)c2c(O)n(CCc3ccccc3)c(=O)[nH]c2=O)ccc1O	-2.1	105	-4	-11	1	10	-12	4	3	-2.2
COc1ccc(C(O)c2ccccc2OP(=O)(N(C)C)N(C)C)cc1 (stereo not drawn)	0.2	101	3	0	-3	1	-24	-2	7	0.3
O=C1NC(=O)N(c2ccc(F)cc2)C(=O)/C1=C/c1ccsc1	-0.7	100	1	-4	5	-1	-3	-2	-10	0.4
Cc1ccsc1C(=O)C1CCCN(Cc2cnc(N3CCCC3)s2)C1 (stereo not drawn)	-1.4	112	0	-4	0	-2	-21	-1	-3	-0.5
O=C1/C(=C\c2cc3c(cc2Cl)OCO3)N2CCC1CC2	-0.8	104	-1	-1	4	-4	8	-1	21	-0.1
CC(C)OCCCNC(=O)c1c(N)n(Cc2cccs2)c2nc3ccccc3nc12	-0.7	100	-1	-2	2	3	-16	-2	16	-1.0
O=S1(=O)N(CCN2CC=C(c3c[nH]c4cc(F)ccc34)CC2)c2cccc3c2N1CCC3	-0.4	/	0	2	/	2	-1	2	17	-2.6

Looked up above:
Under NSD2 inh, CC(C)OCCCNC(=O)c1c(N)n(Cc2cccs2)c2nc3ccccc3nc12 shows 2
Under Arrestin-AP2 inh, O=C1OC(c2ccc([N+](=O)[O-])cc2)=N/C1=C/N1CC2CC(C1)c1cccc(=O)n1C2 (stereo not drawn) shows 10
Under CAL PDZ FP-2, CCOP(=O)(OCC)C(O)c1ccc(OC)cc1 (stereo not drawn) shows 0.5
